TEAD-YAP block = TEAD-YAP interaction inhibition; HEK-TIYL cells, TEAD-Gal4/YAP UAS-luciferase luminescence; inhibition, % at 9.12 µM; AID 1259422; 640,000 tested, 1.4% active; in the data active means inhibition above about 32%;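 further: 0% = median of test compound wells and 100% = reference inhibitor wells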
FBW7 act = human FBW7 E3 ligase activation, primary screen. Q969H0. AlphaScreen FBW7–phospho-cyclin E peptide binding, activator screen. normalized activity (activation), % at 26.1 µM. 650,000 tested, 0.13% active; in the data active means normalized activity above about 1.9%;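 further: purified mutant Fbw7 with reduced substrate affinity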
Target sequence (Q969H0 whole entry, looked up): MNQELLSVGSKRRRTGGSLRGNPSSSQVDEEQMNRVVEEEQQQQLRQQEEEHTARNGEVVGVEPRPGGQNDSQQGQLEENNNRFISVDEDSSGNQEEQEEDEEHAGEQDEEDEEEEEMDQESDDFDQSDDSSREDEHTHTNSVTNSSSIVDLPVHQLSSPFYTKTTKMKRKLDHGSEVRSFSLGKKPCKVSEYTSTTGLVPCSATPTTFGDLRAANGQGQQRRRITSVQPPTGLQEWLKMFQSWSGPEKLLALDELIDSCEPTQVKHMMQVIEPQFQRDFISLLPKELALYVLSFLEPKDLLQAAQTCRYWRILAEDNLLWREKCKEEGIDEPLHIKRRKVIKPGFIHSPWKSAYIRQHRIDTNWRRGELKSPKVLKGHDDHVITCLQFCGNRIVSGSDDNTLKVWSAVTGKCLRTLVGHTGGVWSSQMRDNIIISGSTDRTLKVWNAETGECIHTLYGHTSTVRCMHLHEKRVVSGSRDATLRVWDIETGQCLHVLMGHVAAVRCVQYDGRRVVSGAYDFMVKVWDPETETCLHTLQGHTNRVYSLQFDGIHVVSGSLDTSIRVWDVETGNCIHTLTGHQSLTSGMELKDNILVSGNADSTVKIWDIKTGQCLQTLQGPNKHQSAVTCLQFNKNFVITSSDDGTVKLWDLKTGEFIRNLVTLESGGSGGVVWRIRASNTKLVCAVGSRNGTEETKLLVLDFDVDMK
MITF inh = inhibitors of human MITF. AID 1259374. AlphaScreen MITF homodimerization, bead proximity signal. inhibition, % at 2.6 µM. 650,000 tested, 0.91% active; in the data active means inhibition above about 50%;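 further: 0% = vehicle wells with protein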
GPR151 ag = activators of human GPR151; activation, % at 11.2 µM; AID 1508602; 650,000 tested, 1% active; PathHunter beta-arrestin GPR151 cells, luminescence; Q8TDV0; in the data active means activation above about 4.9%;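 further: 0% = median of compound wells and 100% = cells with positive control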
Target sequence (Q8TDV0 whole entry, looked up): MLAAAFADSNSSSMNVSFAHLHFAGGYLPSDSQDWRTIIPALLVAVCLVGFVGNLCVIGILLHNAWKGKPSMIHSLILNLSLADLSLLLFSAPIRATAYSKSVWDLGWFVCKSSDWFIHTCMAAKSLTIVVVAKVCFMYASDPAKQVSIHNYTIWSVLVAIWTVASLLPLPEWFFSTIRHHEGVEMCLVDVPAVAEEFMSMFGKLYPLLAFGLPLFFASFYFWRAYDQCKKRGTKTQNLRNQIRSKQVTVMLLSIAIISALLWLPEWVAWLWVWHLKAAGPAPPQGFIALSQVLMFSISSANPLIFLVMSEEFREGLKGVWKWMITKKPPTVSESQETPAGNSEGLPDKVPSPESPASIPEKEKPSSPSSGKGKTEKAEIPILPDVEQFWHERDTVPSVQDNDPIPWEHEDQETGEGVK
Numbers without * were called inactive.

SMILES | TEAD-YAP block | FBW7 act | MITF inh | GPR151 ag
CSc1cccc(NC(=S)NCc2cccn2C)c1 | -13.6 | -0.1 | 7.2 | 3.5
CC(C)c1nnc(NC(=O)CCCOc2ccc(C(C)(C)C)cc2)s1 | -2.7 | -0.2 | 5.1 | -0.1
CCCn1c(SCC(=O)NC(c2ccccc2)c2ccccc2)n[nH]c1=O | 13.3 | -0.1 | 7.9 | -0.5
Nc1c(C(=O)Nc2ccccc2F)sc2nc3cc4c(cc3cc12)OCO4 | -16.7 | -0.1 | -2.1 | -0.1
O=C(NCc1ccco1)c1cnn2c(C(F)(F)F)cc(-c3ccc(Br)cc3)nc12 | 15.4 | 0.3 | 14.0 | -2.1
CCc1cccc(NC(=O)C2CCN(c3nc(-c4ccc(OC)cc4)no3)CC2)c1 | 0.7 | -0.1 | -5.2 | 1.5
CC(=O)Oc1c(Cl)cc([N+](=O)[O-])cc1N1C(=O)c2ccccc2C1=O | -5.6 | 0.2 | 5.4 | -2.8
O=C(Nc1cc(Br)cc2cccnc12)c1ccc(Cl)cc1[N+](=O)[O-] | -0.6 | 0.0 | 1.1 | 1.6
COc1ccc(NC(=O)NCc2nc(-c3cccnc3)n[nH]2)cc1 | -18.1 | 0.5 | 22.8 | -1.2
O=C(Nc1cccc2ccccc12)C(C(F)(F)F)(C(F)(F)F)C(F)(F)F | 1.5 | 0.2 | 7.0 | 0.7
Oc1oc(-c2ccc(Br)cc2)nc1/C=N/c1ccccn1 | -60.9 | 0.0 | -17.3 | -0.1
CC(C)C(=O)Nc1ccc(-c2nc3cc(C(C)C)ccc3o2)cc1 | -44.6 | -0.1 | -21.0 | -1.2
CCCn1c(=N)c(C#N)cc2c(=O)n3cc(C)ccc3nc21 | 3.1 | 0.0 | 11.8 | -0.3
Nc1ccc(-c2cncc(-c3ccc(O)cc3)n2)cc1 | -3.6 | -0.1 | -14.0 | 2.2
O=C(Cn1c(=O)c2ccccc2n2nncc12)Nc1ccc(Cl)cc1 | 9.9 | 0.0 | -8.2 | -0.5
CCOc1ccc(C(=O)Nc2cccc(-c3cc4ccccc4oc3=O)c2)cc1Br | -11.9 | -0.2 | 6.1 | 1.6
Fc1ccc(N2CCN(Cc3nnnn3C3CCCC3)CC2)cc1 | 8.5 | 0.1 | -4.4 | 1.0
COC(=O)c1c(NC(=O)c2cc3nc(-c4ccc(OC)cc4)cc(C(F)(F)F)n3n2)sc2c1CCCCC2 | -9.8 | 0.2 | -8.0 | -1.1
CN1CCN(c2ccccc2NC(=O)COc2ccccc2)CC1 | 5.8 | 0.1 | 6.5 | 1.8
Cc1ccccc1OCC(=O)N1CCc2ccccc21 | -36.1 | 0.0 | -6.0 | -2.2
Cc1cccn2c(=O)c(/C=N/O)c(Sc3nc4ccccc4s3)nc12 | 10.2 | -0.2 | 6.8 | 1.6
Cc1ccc(S(=O)(=O)NCCCCCC(=O)Oc2ccc3c(C)cc(=O)oc3c2)cc1 | -0.4 | 0.1 | -4.1 | -0.5
O=C(CSCc1ccc(F)cc1)N1CCNc2ccccc2C1 | 8.8 | 0.0 | 7.1 | -0.8
Cc1cc(C)cc(OCC(=O)N2CCOCC2)c1 | 0.9 | 0.2 | 3.4 | 1.8
CCCn1c(SCC(N)=O)nnc1C(C)C | 3.9 | -0.1 | 7.8 | 1.7
CC1CC(C)CN(CCCNC(=O)NCc2noc3ccccc23)C1 (stereo unspecified) | -6.3 | -0.2 | 3.9 | 0.3
O=C(COC(=O)c1cccc(-c2cccc(C(=O)OCC(=O)c3ccc(Br)cc3)c2)c1)c1ccc(Br)cc1 | 1.7 | 0.0 | -1.6 | -1.6
CCOC(=O)c1c(NC(=O)CC2Sc3ccccc3NC2=O)sc(C)c1C (stereo unspecified) | 6.7 | 0.0 | 4.8 | -0.3
Cc1cccc(Nc2nnc(SCC(=O)c3ccc[nH]3)s2)c1 | -22.2 | 0.2 | -11.9 | 1.1
Cc1ccc(OCC(=O)NC2CCCC2)cc1C | -17.4 | 0.1 | 2.1 | 0.0
Cc1c(Br)c([N+](=O)[O-])nn1CC(=O)NCCC1=CCCCC1 | -5.8 | 0.0 | 7.8 | -1.4
CCOC(=O)C1=C(O)/C(=C/c2cc(C)n(-c3ccc(C)cc3)c2C)N=C1C | 5.4 | -0.1 | -2.6 | 0.4
COc1cc(Nc2nc(NCc3ccccc3)c3[nH]cnc3n2)cc(OC)c1OC | 1.0 | 0.0 | 3.0 | 0.4
COc1ccc(S(=O)(=O)NCCc2ccccc2)c(Cl)c1Cl | 8.2 | -0.6 | 8.2 | 0.4
COc1ccc(Cl)cc1NC(=S)Nc1cccc(S(=O)(=O)N2CCOCC2)c1 | -7.0 | -0.3 | -13.6 | 0.0
CC(C)(C)OC(=O)NC1CCN(c2ccnc(NC(=O)Cc3ccc4c(c3)OCO4)c2)CC1 | -7.3 | -0.6 | 1.4 | 0.4
CC(NC(=O)NC(=O)c1cccc([N+](=O)[O-])c1)C1CC1 (stereo unspecified) | -7.3 | 0.3 | 14.6 | 1.4
CCOC(=O)C1=C(C)N=c2s/c(=C\c3ccc(O)c(OCC)c3)c(=O)n2C1c1ccccc1 (stereo unspecified) | -2.3 | 0.1 | 3.3 | 0.8
CCCc1[nH]nc2c1C(c1cc(OC)c(OC)c(OC)c1)C(C#N)=C(N)O2 (stereo unspecified) | 5.9 | 0.1 | -1.5 | -0.7
COC(=O)c1c(NC(NC(=O)c2cccnc2)(C(F)(F)F)C(F)(F)F)sc2c1CCCCC2 | 8.0 | -0.2 | 0.4 | -0.2
COc1cccc(CNC(=O)CN2C(=O)C(c3ccccc3)Oc3cccnc32)c1 (stereo unspecified) | 16.4 | -0.1 | -6.9 | -0.5
Cc1ccc(Nc2c([N+](=O)[O-])ccc3nonc23)cc1 | 6.3 | -0.6 | 14.2 | -0.5
O=C(NCc1ccc(Cl)nc1)/C(=C1\Nc2ccc([N+](=O)[O-])cc2N1)[N+](=O)[O-] | -6.6 | 0.1 | 10.0 | 0.6
CCn1c(C(O)(c2ccccc2)c2ccccc2)nc2ccccc21 | 10.4 | 0.0 | -1.5 | 0.4
O=C1CCCN1CCCNc1nc(Nc2ccc(N3CCOCC3)cc2)nc2c1ncn2C1CCCCC1 | -5.7 | 0.0 | 13.2 | -1.3

Ordered by SMILES length (highest first): part of the list above.
SMILES | TEAD-YAP block | FBW7 act | MITF inh | GPR151 ag
CC(=O)Oc1c(Cl)cc([N+](=O)[O-])cc1N1C(=O)c2ccccc2C1=O | -5.6 | 0.2 | 5.4 | -2.8
O=C(Nc1cc(Br)cc2cccnc12)c1ccc(Cl)cc1[N+](=O)[O-] | -0.6 | 0.0 | 1.1 | 1.6
CCOC(=O)c1c(NC(=O)CC2Sc3ccccc3NC2=O)sc(C)c1C (stereo unspecified) | 6.7 | 0.0 | 4.8 | -0.3
CC(C)C(=O)Nc1ccc(-c2nc3cc(C(C)C)ccc3o2)cc1 | -44.6 | -0.1 | -21.0 | -1.2
Nc1ccc(-c2cncc(-c3ccc(O)cc3)n2)cc1 | -3.6 | -0.1 | -14.0 | 2.2
Cc1cc(C)cc(OCC(=O)N2CCOCC2)c1 | 0.9 | 0.2 | 3.4 | 1.8

More results follow:
SMILES | TEAD-YAP block | FBW7 act | MITF inh | GPR151 ag
Cc1cccc2cc3c(N)c(C(=O)Nc4ccc5c(c4)OCO5)sc3nc12 | -19.5 | 0.0 | 1.2 | -0.5
C=CCOc1ccccc1CNc1cccc(C(=O)O)c1 | 2.0 | 0.4 | 16.7 | -2.0
O=C(NCc1ccccc1)c1ccc2c3c(onc13)-c1ccccc1C2=O | -37.8 | -0.1 | 18.9 | 2.4
COc1ccc(CC2=NOC(C(=O)NCc3ccco3)C2)cc1 (stereo unspecified) | -22.3 | -0.2 | -11.1 | -0.6
COc1ccc(OC)c(NC(=O)c2sc3nc(C)nc(N(C)c4ccc(C(C)C)cc4)c3c2C)c1 | 2.4 | 0.0 | -2.2 | 1.6
CCOc1cccc(/C(O)=C2\C(=O)C(=O)N(CCCOC)C2c2ccco2)c1 (stereo unspecified) | 8.0 | 0.1 | 33.3 | -0.3
O=C(c1ccncc1)N1CC[C@@H]2[C@H](CCCN2C(=O)Cc2cccc3ccccc23)C1 | -7.9 | -0.2 | 13.2 | -0.9
COCCSc1ccccc1C(=O)NCCc1ccc(S(N)(=O)=O)cc1 | -3.9 | -0.2 | -9.8 | -0.1
CCN1CCN(C2CCN(Cc3ccccc3C)CC2)CC1 | -2.6 | 0.1 | 14.4 | -0.2
CC(=O)c1ccc(NC(=O)CN2CCC(c3nc4ccc(Cl)cc4[nH]3)CC2)cc1 | 1.0 | -0.1 | 7.0 | 1.5
CCOC(=O)C1CCN(CC(O)COc2ccc(C(=O)CC)cc2)CC1 (stereo unspecified) | -2.4 | 0.1 | -4.9 | 0.7
COCCCn1c(=O)[nH]c2ncc(-c3cccc(C(=O)NCCN(C)C)c3)nc21 | 7.1 | -0.7 | -4.8 | 0.3
Cc1cc(/C=N/Nc2ccc([N+](=O)[O-])cn2)c(C)n1-c1ccc(F)cc1 | -12.9 | -0.1 | 20.6 | 0.1
C1=NC2(CCCC2)Cc2c1ccc1ccccc21 | 32.2* | -0.4 | -8.4 | -1.9
COC(=O)CC1SCCNC1=O (stereo unspecified) | -2.9 | -0.1 | 2.5 | 0.5
O=C(c1ccc(F)c(F)c1)N1CCN(c2ccc(F)cc2[N+](=O)[O-])CC1 | 9.3 | -0.2 | 8.7 | -1.2
COc1cc(C)nc(NCC(c2ccccc2)c2ccccc2)n1 | 12.1 | 0.0 | -0.1 | 0.7
COc1ccc(C(=O)Oc2coc(CSc3nncn3C)cc2=O)cc1OC | -6.3 | -0.2 | 10.8 | 1.9
CCCS(=O)(=O)N1CCCc2cc(NC(=O)NCCc3ccccc3)ccc21 | -25.6 | 0.1 | 5.2 | 0.0
CC1=CC(=O)OC1Cc1ccncc1 (stereo unspecified) | 40.6* | 0.0 | -8.4 | 0.3
CN(CCc1cn[nH]c1)Cc1c(C(=O)N2CCc3ccccc3C2)nc2ccc(Cl)cn12 | 4.5 | 0.0 | 4.4 | -0.7
CCCC1=C(C(=O)OCC)C(c2cc3cc(OC)ccc3[nH]c2=O)C(C#N)=C(N)O1 (stereo unspecified) | 9.4 | 0.5 | 18.6 | 1.3
COc1ccc(OC)c(NC(=O)CSc2nnc(C)c(=O)n2N)c1 | 3.0 | 0.2 | 1.8 | 4.0
COc1ccc(C)cc1N(CC(=O)NC1CCCCCC1)S(C)(=O)=O | 20.2 | -0.2 | -9.6 | -0.4
CCc1ccc(C(=O)CSc2nnc(-c3cccc(Br)c3)o2)cc1 | 6.2 | -0.1 | 0.5 | 1.0
CCCCOC(=O)C1OC(c2ccccc2)OC1C(=O)OCCCC (stereo unspecified) | -9.3 | 0.2 | -18.8 | -0.8
CC(=O)c1ccc(N2CCN(C(=O)Nc3cccc(C(F)(F)F)c3)CC2)cc1 | -0.3 | 0.0 | -4.9 | 1.8
O=C(C1CCCO1)N(c1ccccc1)C1C=CS(=O)(=O)C1 (stereo unspecified) | -7.8 | 0.3 | 7.7 | 0.9
O=C(COc1ccc(Cl)cc1[N+](=O)[O-])Nc1nccs1 | -1.8 | -0.2 | 11.6 | -1.3
C=CCOc1ccc(/C=C2/C(=O)NC(=S)N(CC=C)C2=O)cc1OC | -19.4 | 0.4 | 12.4 | 3.1
Cc1cnc2c(c1)N1CCC2CC1 | 11.1 | 0.1 | -1.0 | -0.5
CCCNC(=O)c1cc(I)c(OC)c(OCC)c1 | -4.0 | 0.2 | 9.2 | -0.5
Cc1ccc(NC(=O)c2c(NC(=O)C(F)(F)F)sc3c2CCCCC3)cc1 | 1.7 | 0.0 | -1.4 | 1.3
O=C(O)CSc1nc(-c2ccccc2)nc2c1CCCC2 | 1.3 | -0.1 | 12.6 | 1.2
CCOc1ccccc1Oc1c(C)oc2cc(OC)ccc2c1=O | -18.0 | 0.1 | -2.3 | 2.3
Cc1ccccc1C(=O)Nn1c(-c2ccc(Cl)cc2)nc2ccccc2c1=O | -2.8 | 0.1 | 17.7 | 2.6
CC(C)c1ccc(-c2cc(C(=O)NC3CCN(Cc4ccccc4)CC3)c3ccccc3n2)cc1 | -5.5 | 0.2 | 11.3 | 2.2
COc1cccc(NC(=O)CN2C(=O)CSC(C)C2=O)c1 (stereo unspecified) | 2.5 | -0.1 | 7.8 | -0.4
C=CCc1cccc(OC)c1OCCOCCNCCO | 7.5 | 0.0 | 35.9 | -1.0
CC(=O)ON1C(=O)c2cccc3c(Br)ccc(c23)C1=O | 6.9 | 0.0 | 5.2 | -1.0
N=C1C(c2nc3ccccc3c(=O)[nH]2)=C(O)CN1c1cccc(Cl)c1 | 14.9 | 0.1 | 11.1 | 0.5
O=C(CCN1C(=O)c2ccccc2C1=O)OCc1ccc(F)cc1 | 15.4 | 0.0 | 1.2 | 1.1
COc1ccc2ccc(OC)c(/C=C3/C(=O)Nc4ccccc43)c2c1 | 53.4* | -0.1 | -3.5 | 0.3
COc1ccc(C2C(=O)N(C3CCCCCC3)CC(=O)N2C2CC2)cc1OC (stereo unspecified) | 0.9 | 0.1 | 6.4 | 1.4
O=C(COc1ccc2ccccc2c1)Nc1cccnc1 | -23.8 | 0.7 | 21.9 | 0.3

One compound at a time, as listed above. Order of values: TEAD-YAP block | FBW7 act | MITF inh | GPR151 ag
N=C1C(c2nc3ccccc3c(=O)[nH]2)=C(O)CN1c1cccc(Cl)c1 in the list: 14.9 | 0.1 | 11.1 | 0.5
Cc1ccc(NC(=O)c2c(NC(=O)C(F)(F)F)sc3c2CCCCC3)cc1 in the list: 1.7 | 0.0 | -1.4 | 1.3

An excerpt of these results, with values under each structure.
The line under a structure holds: TEAD-YAP block, FBW7 act, MITF inh, GPR151 ag
> N=C1C(c2nc3ccccc3c(=O)[nH]2)=C(O)CN1c1cccc(Cl)c1
 : 14.9, 0.1, 11.1, 0.5
> COc1ccc2ccc(OC)c(/C=C3/C(=O)Nc4ccccc43)c2c1
 : 53.4*, -0.1, -3.5, 0.3

Compound activity as filed in PubChem BioAssay.
